hERG protect = shields human hERG channel from block by proarrhythmic agents | CHO-hERG, FluxOR thallium flux, dofetilide IC70 present | actives 0.51% (n = 310,000) | AID 1511 | Q12809 | activation (rescue from dofetilide block), less the hit threshold, % at 10 µM;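 active means activation above the mean of controls blocked by dofetilide plus 5 SD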;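 further: thallium influx through hERG after potassium depolarization seen as dye fluorescence rise; in these data hits start at about 4.7%; inactives centre near -7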
TRPC4 PAM = allosterically enhances the mouse TRPC4 cation channel; HEK293 TRPC4beta/mu-opioid, DAMGO EC20, Fluo-4 Ca2+ flux; hits give high values; actives 0.42% (n = 310,000); B-score at 10 µM; Q9QUQ5;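 active means B-score of calcium response area above 5 SD of library B-scores, with initial fluorescence ratio within 5 SD of library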;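 further: B-score of integrated fluorescence ratio over time as area under calcium response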
TRPC4 agonist = activators of mouse TRPC4 channel | Q9QUQ5 | HEK293 TRPC4beta/mu-opioid, Fluo4 calcium fluorescence; hits give high values | B-score at 10 µM | actives 0.49% (n = 310,000) | AID 2237;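 active means B-score above 5 SD of library B-scores, and initial fluorescence ratio not above library mean plus 5 SD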;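 further: positive B-score marks a calcium rise read as TRPC4 activation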
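Assay system: HEK293 stable line with TRPC4beta plus mu-opioid receptor. Times: dye 45 min RT, read 110 s. Measured by: kinetic Fluo4 calcium fluorescence. Measure: B score of integrated ratio. Controls: assay buffer as low control, maximal DAMGO as high control.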
Dyrk1A ADPGlo = inhibitors of rat Dyrk1A kinase; actives 0.43% (n = 310,000); ADP-Glo luminescence, NFATc1 peptide; inhibition, % at 12.5 µM; AID 504441; Q63470; in the data active means inhibition above about 50%;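 further: plate controls were vehicle with enzyme for no effect and no enzyme for full effect; many of its hits are not listed in these tables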
KCNK3 inh = human KCNK3 channel inhibition, primary screen | O14649 | CHO-KCNK3 thallium flux, FluxOR fluorescence; hits give low values | B-score at 10 µM | actives 0.84% (n = 340,000) | AID 602410;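 active means B-score under library mean minus 4 SD, starting fluorescence ratio at most library mean plus 5 SD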;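 further: more negative B-score means stronger inhibition of thallium flux through KCNK3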
Target sequence (O14649 whole entry, looked up): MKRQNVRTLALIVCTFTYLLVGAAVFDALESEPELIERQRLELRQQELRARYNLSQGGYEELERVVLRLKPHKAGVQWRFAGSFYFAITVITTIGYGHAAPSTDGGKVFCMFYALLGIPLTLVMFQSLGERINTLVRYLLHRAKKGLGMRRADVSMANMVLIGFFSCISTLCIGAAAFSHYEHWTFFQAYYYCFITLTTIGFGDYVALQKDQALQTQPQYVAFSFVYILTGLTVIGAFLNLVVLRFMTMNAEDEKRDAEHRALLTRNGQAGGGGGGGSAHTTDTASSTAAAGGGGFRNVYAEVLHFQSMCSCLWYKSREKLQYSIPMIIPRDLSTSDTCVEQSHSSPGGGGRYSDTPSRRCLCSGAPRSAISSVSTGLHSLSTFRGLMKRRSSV
HDAC3 inhib = blocks human histone deacetylase 3; actives 0.15% (n = 320,000); recombinant HDAC3, fluorogenic peptide/trypsin coupled, fluorescence; inhibition, % at 8.3 µM; in the data active means inhibition above about 26%, passing the limit was not always enough
Target sequence (O15379 whole entry, looked up): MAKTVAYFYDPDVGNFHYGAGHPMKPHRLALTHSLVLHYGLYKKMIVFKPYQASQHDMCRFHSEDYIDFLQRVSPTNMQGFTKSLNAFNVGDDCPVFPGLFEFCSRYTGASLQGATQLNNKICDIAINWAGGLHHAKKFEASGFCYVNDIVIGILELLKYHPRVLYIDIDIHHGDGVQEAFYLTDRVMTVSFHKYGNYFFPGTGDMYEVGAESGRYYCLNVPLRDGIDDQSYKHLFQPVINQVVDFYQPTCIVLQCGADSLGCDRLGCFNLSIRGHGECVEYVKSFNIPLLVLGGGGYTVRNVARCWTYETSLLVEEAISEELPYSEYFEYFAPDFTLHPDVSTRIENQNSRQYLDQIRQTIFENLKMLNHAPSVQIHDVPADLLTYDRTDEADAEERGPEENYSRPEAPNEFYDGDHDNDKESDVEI
KCNK9 inh = inhibitors of human KCNK9 two-pore domain potassium channel. Q9NPC2. HEK293 KCNK9, FluxOR thallium flux fluorescence; hits give low values. B-score at 10 µM. actives 1.2% (n = 310,000). AID 488922;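 active means ratio B-score over 3 SD below the library mean, with starting fluorescence within 5 SD of its mean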;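 further: negative B-score means less thallium flux so channel inhibition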
KCNQ1 inh = human KCNQ1 channel inhibition. B-score at 10 µM. CHO-K1 KCNQ1, FluxOR thallium flux fluorescence; hits give high values. AID 2642. P51787. actives 1.3% (n = 310,000);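 active means compounds whose thallium flux B-score, printed positive for inhibition, exceeds three library SD while starting fluorescence stays within three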;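 further: channel opened by potassium depolarization with thallium stimulus after 20 min compound exposure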
TMEM16A inh = inhibitors of mouse TMEM16A calcium-activated chloride channel; Q8BHY3; HEK293 TMEM16A/YFP iodide influx fluorescence, ionomycin; normalized B-score (activity score, 25-100; higher = stronger inhibition) at 10 µM; actives 1.2% (n = 310,000);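 active means ratio plate-corrected score three or more library SD toward inhibition, starting fluorescence score within five deviations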;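 further: score derived from kinetic fluorescence span divided by baseline fluorescence per well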
KCNQ1 pot = potentiates or activates the human KCNQ1 potassium channel. P51787. CHO-K1 KCNQ1, thallium flux FluxOR fluorescence; hits give high values. B-score at 10 µM. actives 0.35% (n = 310,000);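 active means fluorescence ratio B-score, a plate-corrected score, at least three library SD, with initial intensity B-score within 5 SD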
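Test system: CHO-K1 cells stably expressing KCNQ1 / Medium: assay buffer / Also added: depolarizing K+/Tl+ stimulus, K2SO4 and Tl2SO4 each 12.5 mM in 5x stock / Incubation: 90 min dye loading and 20 min compound exposure, both at room temperature / Signal: thallium influx via FluxOR fluorescence, kinetic imaging / Evaluation: B score of baseline-normalized fluorescence ratio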
ANO1 activ = mouse TMEM16A channel activation, primary screen | B-score at 10 µM | HEK293 TMEM16A/YFP-H148Q/I152L, iodide quench fluorescence; hits give low values | Q8BHY3 | actives 0.3% (n = 340,000) | AID 623877;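 active means fluorescence-ratio B-score plate-corrected deviation score at least 3 library SD below zero, with starting fluorescence score within 5 deviations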;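 further: channel opened by trigger with iodide after compound preincubation; score built on the fluorescence ratio of max minus min over baseline; more negative score means more quench and so TMEM16A activation or potentiation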
An asterisk follows results filed as active; i = inactive; / = no result given.

Order of values: hERG protect, KCNQ1 inh, TRPC4 PAM, HDAC3 inhib, TRPC4 agonist, KCNK3 inh, KCNK9 inh, TMEM16A inh, KCNQ1 pot, ANO1 activ, Dyrk1A ADPGlo
COc1ccc(C(=O)OCCN2CCOCC2)cc1
→ -7.4, i, i, 0.1, i, i, i, i, i, i, -2.4
Cc1cccc(-c2nc(CS(=O)CC(=O)NC3CCCC(C)C3C)c(C)o2)c1 (configuration not stated)
→ -5.9, i, i, /, i, i, i, i, i, i, -10.1
CC(=O)NC(Cc1ccccc1C)C(=O)NC1CCN(c2nnnn2-c2ccccc2)CC1 (configuration not stated)
→ -4.2, i, i, -5.2, i, i, i, i, i, i, -3.6
O=C(NCc1ccco1)c1cccc(NS(=O)(=O)c2cccc(F)c2)c1
→ -6.3, i, i, -7.2, i, i, i, i, i, i, -2.7
Cc1ccnc(SC2CC(=O)N(c3ccc(Br)cc3)C2=O)n1 (configuration not stated)
→ -3.4, i, i, 1.0, i, i, i, i, i, i, 0.3
COc1ccc(/C(C)=N/NC(=O)c2nnn(-c3nonc3N)c2-c2cccs2)cc1OC
→ -0.2, i, i, 1.1, i, i, i, i, i, i, 6.1
CC(=O)Nc1sc2c(c1C(c1ccncc1)N1CCOCC1)CCCC2 (configuration not stated)
→ -4.7, i, i, -1.9, i, i, i, i, i, i, 4.0
CCc1ccccc1NC(=O)NC1CCCCC1
→ -10.8, i, i, 1.1, i, i, i, i, i, i, 3.5
Cc1ccccc1SCC(=O)Nc1cc(C(F)(F)F)ccc1N1CCOCC1
→ -12.1, 14*, i, -3.3, i, i, i, 100*, i, i, 1.0
O=C(CSc1ccc(F)cc1)Nc1ccccc1N1CCOCC1
→ -6.8, i, i, 0.0, i, i, i, i, i, i, -2.3
O=C(/C=C/c1ccccc1)c1ccccn1
→ -9.2, i, i, 0.6, i, i, i, i, i, i, -9.9
N#Cc1cc2c(nc1SCc1cccnc1)CCCC2
→ -6.2, i, i, 11.3, i, i, i, i, i, i, -7.2
O=C(N/N=C/c1ccoc1)c1ccc(Cl)cc1
→ -5.6, i, i, -5.0, i, i, i, i, i, i, -6.9
COc1ccc(N=C2SCC(c3ccc([N+](=O)[O-])cc3)=NN2CCO)cc1
→ -6.2, i, i, -8.6, i, i, i, i, i, i, /
CCOc1ccc(/C=N/NC(=S)NC2CC3CC2C2C=CCC32)cc1 (configuration not stated)
→ -7.8, i, i, 7.9, i, i, i, i, i, i, /
COCCN1CSC(=S)N(Cc2ccco2)C1
→ -16.4, i, i, 6.9, i, i, i, i, i, i, -1.8
CN(c1ccccc1)S(=O)(=O)c1cccc(NC(=O)c2cc3ccccc3oc2=O)c1
→ -6.5, i, i, -7.6, i, i, i, i, i, i, -7.2
Cc1cccc(-c2nc(CS(=O)CC(=O)NCCc3ccc(Cl)cc3)c(C)o2)c1 (configuration not stated)
→ -5.4, i, i, -2.3, i, i, i, i, i, i, -3.1
O=C(O)C1CCCN(S(=O)(=O)c2ccc(-c3ccc(=O)[nH]n3)s2)C1 (configuration not stated)
→ -11.7, i, i, -1.9, i, i, i, i, i, i, -0.5
NC(=O)CSc1nnc(Cc2csc(Nc3ccccc3)n2)n1Cc1ccccc1
→ -7.8, i, i, -0.5, i, i, i, i, i, i, -2.0
CCNc1nc(NCC)nc(Oc2ccc(N)cc2)n1
→ -6.1, i, i, 2.8, i, i, i, i, i, i, 3.2
O=C(NCc1nc2ccccc2[nH]1)C1=C[C@@H](c2csc3ccccc23)C[C@@H](OCc2ccc(CO)cc2)O1
→ -31.5, i, i, -12.3, i, i, i, i, i, i, -1.0
CCCCN(C)CC(O)Cn1cc(/C=C/C(=O)c2ccc(OCC)cc2)c2ccccc21 (configuration not stated)
→ -27.1, i, i, 2.2, i, /, i, i, i, /, /
CCOC(=O)c1ccc(NC(=S)N2CCSC2c2c(F)cc(F)cc2F)cc1 (configuration not stated)
→ -4.2, i, i, -6.7, i, i, i, i, i, i, -2.7
COc1cc(C(=O)NCc2ccco2)c(Br)c(OC)c1OC
→ -9.3, i, i, -7.5, i, i, i, i, i, i, -1.5
CCOC(=O)CNC(=O)c1ccc(Cl)s1
→ -12.4, i, i, -4.0, i, i, i, i, i, i, /
Cc1sc2ncnc(-n3nnc4ccccc43)c2c1C
→ 0.9, i, i, -8.8, i, i, i, i, i, i, 0.6
O=C(c1ccc(C(F)(F)F)cc1)C1CCCN(C(=O)c2csnn2)C1 (configuration not stated)
→ -12.2, i, i, /, i, i, i, i, i, i, 2.5
COc1ccccc1NC(=O)CSc1nnc(C2CCCCC2)n1C
→ -7.0, i, i, 2.1, i, i, i, i, i, i, -6.1
[O-]c1c[n+](-c2ccc(-[n+]3cc([O-])on3)cc2)no1
→ -9.9, i, i, 2.4, i, i, i, i, i, i, 3.9
O=C(Cn1cnc2ccccc2c1=O)Nc1nnc(SCc2ccc(Cl)cc2)s1
→ -9.6, i, i, -5.0, i, i, i, i, i, i, 3.4
CC(=O)Nc1ccc(N2C(=O)c3cccc(NC(C)=O)c3C2=O)cc1
→ -2.1, i, i, -2.0, i, i, i, i, i, i, -1.6
CS(=O)(=O)N(CC(=O)N1CCN(Cc2ccccc2)CC1)c1ccc(F)cc1
→ -1.5, i, i, 10.2, i, i, i, i, i, i, -7.3
Cc1ccc(NC(=S)NCCc2c[nH]c3ccccc23)c(C)c1
→ -9.2, i, i, 0.1, i, i, i, i, i, i, -2.4
COc1ccc(C2=NOC(C(=O)Nc3cccc(O)c3)C2)cc1 (configuration not stated)
→ -3.4, i, i, -1.0, i, i, i, i, i, i, -11.0
CC12CCC(C(=O)Nc3ccccc3N3CCOCC3)(CC1=O)C2(C)C (configuration not stated)
→ -5.6, i, i, 7.9, i, i, i, i, i, i, 1.2
COc1ccc(NC(=O)C2(S(=O)(=O)c3ccc(C)cc3)CC2)cc1OC
→ -7.7, i, i, -2.0, i, i, i, i, i, i, -3.2
CCn1c(=O)cc(SCC(=O)NCCN2CCN(Cc3ccccc3)CC2)c2ccccc21
→ -9.6, i, i, 0.9, i, i, i, i, i, i, 4.6
Cc1ccc(C(=O)CCC(=O)Nc2ccccc2C)cc1C
→ -5.3, i, i, 2.1, i, i, i, i, i, i, -1.3
Cc1cccc(C(=O)NNC(=O)c2ccc(O)cc2)c1
→ -3.6, i, i, 2.6, i, i, i, i, i, i, -3.4
O=C1CS/C(=N/N=C/c2c[nH]c3ccccc23)N1
→ -9.1, i, i, 1.5, i, i, i, i, i, i, /
Cc1nn(-c2ccccc2)c2nc(C(Cl)(Cl)Cl)[nH]c(=O)c12
→ -14.3, i, i, 2.7, i, i, i, i, 12*, i, /
O=C(c1ccc2c(c1)OCO2)N1CCC2(CC1)Oc1ccc(Cl)cc1C(=O)C21CC(c2ccc(Cl)cc2)=NO1 (configuration not stated)
→ -0.2, i, i, /, i, /, i, /, i, /, /
O=C(O)c1cc(NCc2cccs2)ccc1N1CCOCC1
→ -12.8, i, i, -2.1, i, i, i, i, i, i, 0.8
CCC1Sc2ccccc2N(CC(=O)NCCC(C)C)C1=O (configuration not stated)
→ -5.6, i, i, -0.5, i, i, i, i, i, i, -0.5
CCC(=O)N1CCN(c2ccc(NC(=O)c3ccc([N+](=O)[O-])o3)cc2)CC1
→ -11.6, i, i, /, i, i, i, /, i, i, /
Cc1ccc(NC(=O)CCSc2ccccn2)cc1
→ -3.5, i, i, -0.8, i, i, i, i, i, i, 4.5
CC(=O)N1CCN(S(=O)(=O)c2cccc(C(=O)NC3CCC(C)CC3)c2)CC1 (configuration not stated)
→ -3.0, i, i, -1.0, i, i, i, i, i, i, /
COc1ccc(Nc2nnc(SCC(=O)Nc3ccc4[nH]c(=O)[nH]c4c3)s2)cc1
→ -23.2, i, i, -1.1, i, i, i, i, i, i, 6.1
O=C1NC(Cc2ccccc2)C(=O)N1Cc1cc([N+](=O)[O-])cc2c1OCOC2 (configuration not stated)
→ -16.8, i, i, 2.0, i, i, i, i, i, i, /
O=C(O)c1cccc2c1/C(=N/O)c1ccccc1-2
→ -9.7, i, i, 1.4, i, i, i, i, i, i, 81.3*
CC(=O)Nc1cccc(C(=O)OCCCOc2ccc(F)cc2)c1
→ -7.4, i, i, -3.9, i, i, i, i, i, i, 18.5
N/C(=N/OC(=O)c1ccc(Cl)cc1)c1ncc([N+](=O)[O-])s1
→ -5.9, i, i, -7.5, i, i, i, i, i, i, 0.5
Cc1ccc(NC(=O)CSc2nc(O)cc(=O)n2-c2ccc(C)cc2)cc1
→ -6.4, i, i, 1.6, i, i, i, i, i, i, -6.0
CC(C)(C)c1nc(Sc2ccc([N+](=O)[O-])cn2)n[nH]1
→ 0.8, i, i, 4.4, i, i, i, i, i, i, /
Cn1c(/C(C#N)=C/c2ccc(O)cc2)nc2ccccc21
→ -5.1, i, i, 7.6, i, i, i, i, i, i, -3.8
O=C(NNC(=O)c1cccs1)Nc1cccc(Cl)c1
→ -7.2, i, i, -3.9, i, i, i, i, i, i, 7.9
Cc1nn(S(=O)(=O)c2ccc([N+](=O)[O-])cc2)c(C)c1Sc1ccccc1
→ -8.7, i, i, -1.6, i, i, i, i, i, i, 3.6
Fc1ccccc1N1CCN(c2nc3ccccc3n3nnnc23)CC1
→ -7.5, 7*, i, -3.6, i, i, i, i, i, i, 0.3
COc1cccc(C2c3c(oc4ccc(F)cc4c3=O)C(=O)N2CCN2CCOCC2)c1OC (configuration not stated)
→ -12.4, i, i, -12.0, i, i, i, i, i, i, -0.1

(listing goes on)
Order of values: hERG protect, KCNQ1 inh, TRPC4 PAM, HDAC3 inhib, TRPC4 agonist, KCNK3 inh, KCNK9 inh, TMEM16A inh, KCNQ1 pot, ANO1 activ, Dyrk1A ADPGlo
Cn1c(SCC(=O)Nc2ccccc2F)nnc1-c1cccnc1
→ -3.1, i, i, -1.4, i, i, i, i, i, i, 1.8
O=c1c2[nH]c3ccc(Cl)cc3c2ncn1CCN1CCCCC1
→ -8.8, i, i, -2.3, i, i, i, i, i, i, -1.0
COc1cc(/C=N/NC(=O)c2cc(-c3cccn3C)n[nH]2)cc(OC)c1OC
→ -41.0, i, i, 9.8, i, i, i, i, i, i, 6.0
CCOC(=O)/C(=N\Nc1ccccc1Cl)N1CCN(Cc2ccccc2)CC1
→ -6.2, 7*, i, 3.1, i, i, -8.05*, i, i, i, 0.0

Source: PubChem

Not all compounds are listed; rates above refer to the full screens.
